# Wnt bcat act: activates Wnt/beta-catenin signaling in a reporter cell assay; activator, plate reader; activation, % at 9.35 µM; 1.2% of 300,000 active; in the data active = activation above about 30%, passing the limit was not always enough; inconclusive = no clear call, values can overlap the other calls;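 note: 0% = neutral control wells and 100% = positive control wells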
# SR-BI DiI-HDL act: SR-BI HDL lipid transfer activation | activation, % at 12.5 µM | 0.096% of 320,000 active | CHO ldlA[mSR-BI] cells, DiI-HDL uptake fluorescence, 3 h; 100 = double the neutral-control signal | AID 504775;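 active = mean replicate activation of at least 60% and every replicate at or above 60%; inconclusive = mean or all-replicate condition met, but not both; inactive = mean below 60% and not all replicates reaching 60%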;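 note: 0% = median plate neutral-control signal and 100% = twice that signal; values of inactives mirror those of a sister screen read the other way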
#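 System: LDL receptor-deficient CHO ldlA cells overexpressing murine SR-BI | Timing: 3 h uptake period with compound, 37 °C | Medium: HEPES-buffered (25 mM, pH 7.4) F12 plus 0.5% BSA | Dosing: Single-point compound dose | Signal: Bottom-read fluorescence, 550/595 nm | Read-out: Retained DiI signal reflecting DiI-HDL uptake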
# RTF Ca sens act: cardiac RTF calcium sensitization; AID 493008; activation, % at 7.2 µM; IANBD-labeled TnC RTF fluorescence at EC20 calcium; 0% EC20 calcium, 100% full calcium; 0.24% of 340,000 active; P19429+P45379;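 active = activation above the mean over all tested compounds plus 3 SD, cut at about 30% in these data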;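 note: rise in fluorescence read as greater calcium sensitivity of cardiac thin filaments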
# CDK5 inh: inhibitors of human CDK5/p35 kinase; inhibition, % at 10 µM; 0.01% of 330,000 active; Recombinant CDK5/p35, ADP-Glo luminescence, 60 min;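 active = highest replicate inhibition of at least 50% and at least 75% of replicates reaching 50%; inconclusive = only one of the two criteria met; inactive = both criteria failed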;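 note: plate controls were DMSO neutral control for no effect and GW8510 at 10 µM for full effect; many of its hits are not listed in these tables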
# PvdQ acylase: P. aeruginosa PvdQ acylase inhibition. purified PvdQ acylase, fluorescence plate reader. inhibition, % at 10 µM. 0.063% of 340,000 active; in the data active = inhibition above about 30%, passing the limit was not always enough; inconclusive = no clear call, values can overlap the other calls;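 note: 0% = vehicle neutral wells and 100% = reference inhibitor wells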
# SR-BI HDL uptake: mouse SR-BI HDL lipid transfer inhibition. ldlA[mSR-BI] CHO cells, DiI-HDL uptake fluorescence, 3 h. 0.96% of 320,000 active. inhibition, % at 12.5 µM. Q61009;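 active = mean replicate inhibition of at least 70% and a set share of replicates each scoring 70 or more; inconclusive = meets just one of the two criteria; inactive = fails both criteria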;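 note: 0% = median of neutral control wells and 100% = median of positive control wells; values of inactives mirror those of a sister screen read the other way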
# Target sequence (Q61009 whole entry, looked up): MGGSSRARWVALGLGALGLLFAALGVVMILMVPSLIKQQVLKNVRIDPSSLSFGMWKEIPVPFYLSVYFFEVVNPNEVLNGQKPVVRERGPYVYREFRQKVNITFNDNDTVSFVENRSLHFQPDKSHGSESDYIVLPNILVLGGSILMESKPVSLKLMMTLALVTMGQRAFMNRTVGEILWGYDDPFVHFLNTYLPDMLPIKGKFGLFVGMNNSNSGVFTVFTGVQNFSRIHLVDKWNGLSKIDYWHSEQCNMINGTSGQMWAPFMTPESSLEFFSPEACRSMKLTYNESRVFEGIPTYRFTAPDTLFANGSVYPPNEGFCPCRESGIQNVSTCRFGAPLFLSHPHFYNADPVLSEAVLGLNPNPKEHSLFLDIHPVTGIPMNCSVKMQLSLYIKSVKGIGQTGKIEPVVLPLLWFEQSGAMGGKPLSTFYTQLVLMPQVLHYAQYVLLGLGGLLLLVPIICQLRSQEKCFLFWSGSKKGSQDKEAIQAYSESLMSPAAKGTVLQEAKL
# dFosB act: mouse delta FosB homodimer activation | P13346 | 0.99% of 340,000 active | activation, % at 25 µM | purified delta FosB, TAMRA-CDK5 oligo fluorescence polarization; percent of positive-control signal above neutral wells | AID 493131;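 active = mean activation above about 17%, with every replicate also reaching it, limit read from the data, passing the limit was not always enough; inconclusive = only one of the two conditions met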;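 note: fluorescence polarization rise as delta FosB binds a TAMRA Cdk5 AP-1 oligo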
# Rtt109 HAT inh: blocks Candida albicans Rtt109/Vps75 acetyltransferase activity | Q5AAJ8 | purified Rtt109/Vps75, ThioGlo CoA-SH fluorescence, 4 h | inhibition, % at 34.9 µM | 0.16% of 330,000 active | AID 540336;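 active = inhibition of at least 50% in every replicate; inconclusive = best replicate reaches 50% inhibition but some replicates fall short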
# Target sequence (Q5AAJ8 whole entry, looked up): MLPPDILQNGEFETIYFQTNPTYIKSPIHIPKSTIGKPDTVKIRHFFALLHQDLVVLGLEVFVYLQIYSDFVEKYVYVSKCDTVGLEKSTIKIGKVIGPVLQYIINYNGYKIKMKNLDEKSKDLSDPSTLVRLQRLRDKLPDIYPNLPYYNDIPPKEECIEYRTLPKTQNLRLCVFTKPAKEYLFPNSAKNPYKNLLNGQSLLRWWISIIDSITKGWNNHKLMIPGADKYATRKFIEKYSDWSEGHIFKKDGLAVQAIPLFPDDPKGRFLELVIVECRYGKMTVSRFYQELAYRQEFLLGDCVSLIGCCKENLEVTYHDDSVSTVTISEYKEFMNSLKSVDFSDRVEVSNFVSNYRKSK
# HTR5A ag ctr: activates human HTR5A in OPRM1-OPRD1 agonist counter-screen | P47898 | HTR5A agonist assay, luminescence, cell-based | activation, % at 9.3 µM | 0.61% of 340,000 active | AID 504692; in the data active = activation mostly above about 9.5%, no sharp cut-off; inactive = mostly below about 7.6%;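 note: 0% = cells with vehicle only and 100% = reference agonist; strong numbers were not always called active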
# MITF act: activators of MITF-driven TRPM1 promoter activity in SK-MEL-5 cells | SK-MEL-5 TRPM1-promoter luciferase, 24 h; % of positive control, neutral wells = 0 | 0.75% of 300,000 active | activation, % at 12.5 µM | AID 588334;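 active = mean activation of at least 80% with every replicate also reaching 80%; inconclusive = mean reaches 80% but some replicate falls short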;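 note: 0% = neutral control wells and 100% = parthenolide positive control wells; values of inactives mirror those of a sister screen read the other way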
# * = called active by the depositor; u = inconclusive; x = not tested or not shown; + = active, no number. The order is random, and some 4.4% of all compounds hit somewhere here.
SMILES,Wnt bcat act,SR-BI DiI-HDL act,RTF Ca sens act,CDK5 inh,PvdQ acylase,SR-BI HDL uptake,dFosB act,Rtt109 HAT inh,HTR5A ag ctr,MITF act
COc1ccc(CN(C)C(=O)Cc2ccc(OC)c(S(=O)(=O)N3CCOCC3)c2)cc1,-0.5,6.3,-3.4,-4.0,-7.8,-6.3,-3.4,-11.9,0.1,-1.5
O=C(COC(=O)CNC(=O)c1ccccc1)NC1CCCCC1,1.0,12.2,1.0,-3.9,-11.0,-12.2,-3.9,0.4,-0.6,-4.3
COCCn1c(SCC(=O)Nc2cc(Cl)ccc2OC)nc2c(c1=O)SC(C)C2 (stereo not drawn),1.6,-70.2,5.2,-0.7,1.9,u,-14.2,2.0,10.5,x
CC(=O)Nc1ccc2c(CSc3nncs3)cc(=O)oc2c1,0.0,-19.3,4.6,-0.1,-6.2,19.3,-17.5,-8.4,9.6,-1.7
CCC(=O)Nc1ccc(Cl)c(-c2nc3ncccc3o2)c1,1.2,-35.9,9.1,-0.9,-11.9,35.9,-16.1,4.0,2.3,x
COc1cccc(OC)c1C(=O)O/N=C(\N)c1ccncc1,2.3,-10.2,5.9,2.9,-10.7,10.2,-1.6,-0.9,4.0,x
O=C(NC(=S)Nc1ccc([N+](=O)[O-])cc1O)C1CCCCC1,-1.5,3.2,-4.7,-1.8,0.7,-3.2,1.3,6.7,0.0,11.6
O=C(Nc1ccc(C(=O)N2CCOCC2)cc1)Nc1ccc(Cl)cc1Cl,0.5,-34.6,2.0,0.7,-8.6,34.6,-20.9,8.9,4.1,9.1
c1ccc(CSc2ccc(-c3ccccn3)nn2)nc1,8.8,13.1,0.9,-1.1,-11.3,-13.1,-1.8,0.9,1.6,44.2
CCN(C(=O)Cn1ccc(C(F)(F)F)n1)c1c(N)n(Cc2ccccc2)c(=O)[nH]c1=O,10.0,20.6,-1.9,-0.2,-8.4,-20.6,0.3,-0.2,-2.2,9.7

# 3 entries out of the list, sorted by molecular weight, falling.
SMILES,Wnt bcat act,SR-BI DiI-HDL act,RTF Ca sens act,CDK5 inh,PvdQ acylase,SR-BI HDL uptake,dFosB act,Rtt109 HAT inh,HTR5A ag ctr,MITF act
O=C(NC(=S)Nc1ccc([N+](=O)[O-])cc1O)C1CCCCC1,-1.5,3.2,-4.7,-1.8,0.7,-3.2,1.3,6.7,0.0,11.6
O=C(COC(=O)CNC(=O)c1ccccc1)NC1CCCCC1,1.0,12.2,1.0,-3.9,-11.0,-12.2,-3.9,0.4,-0.6,-4.3
COc1cccc(OC)c1C(=O)O/N=C(\N)c1ccncc1,2.3,-10.2,5.9,2.9,-10.7,10.2,-1.6,-0.9,4.0,x

# The main list resumes, starting two compounds before the break.
SMILES,Wnt bcat act,SR-BI DiI-HDL act,RTF Ca sens act,CDK5 inh,PvdQ acylase,SR-BI HDL uptake,dFosB act,Rtt109 HAT inh,HTR5A ag ctr,MITF act
c1ccc(CSc2ccc(-c3ccccn3)nn2)nc1,8.8,13.1,0.9,-1.1,-11.3,-13.1,-1.8,0.9,1.6,44.2
CCN(C(=O)Cn1ccc(C(F)(F)F)n1)c1c(N)n(Cc2ccccc2)c(=O)[nH]c1=O,10.0,20.6,-1.9,-0.2,-8.4,-20.6,0.3,-0.2,-2.2,9.7
CCCC(=O)Nc1ccc(C(=O)/C=C/c2ccc(SC)cc2)cc1,x,x,3.4,0.2,-9.2,x,-11.9,-5.9,x,-8.2
COc1ccc(C2CC(c3ccc(Br)cc3)=NN2C(=O)c2cccnc2)cc1 (stereo not drawn),-7.6,x,4.1,0.4,-9.3,x,-8.1,-3.5,0.8,15.2
CCNC(=S)NCc1ccco1,x,29.8,0.6,x,-9.9,-29.8,-2.2,-2.0,4.6,-5.3
Cc1noc(C)c1CCC(=O)O,-4.4,12.5,-1.9,0.4,-6.0,-12.5,4.7,-9.5,-6.2,14.6
Clc1ccc(N2CCN(c3ncnc4c3oc3ccccc34)CC2)cc1,x,17.0,5.9,-0.4,-7.8,-17.0,3.7,7.7,4.2,-3.8
CCOCCc1nnc(NC(=O)Cc2ccccc2)s1,x,x,0.0,-2.5,5.3,x,-5.5,7.7,4.8,-1.7
O=C(Cn1ccc2ccccc2c1=O)NCC(=O)Nc1ccc(F)cc1F,-2.6,x,-1.5,0.0,-11.7,x,14.9,-7.8,-4.3,3.0
COc1ccc(NC(=O)C2C3C=CC(C3)C2C(=O)NCc2ccco2)c(OC)c1 (stereo not drawn),x,6.8,9.1,-0.6,4.7,-6.8,-1.2,4.9,-1.7,0.2
CCOC(=O)c1ccc(NC(=O)COc2ccc(S(=O)(=O)N3CCCC3)cc2)cc1,-0.7,-18.6,3.8,5.1,5.4,18.6,1.4,-1.5,1.5,-13.5
CCOC(=O)C1=C(C)N(C)C(=S)NC1c1ccccc1Cl (stereo not drawn),x,-3.3,1.1,0.0,-1.5,3.3,-2.2,5.7,-1.8,-9.9
O=C(OCC(=O)C12CC3CC(CC(C3)C1)C2)c1cnccn1,-1.7,34.2,1.1,1.2,12.7,-34.2,-9.7,x,6.7,-7.0
CC(C)(C)c1cc(CN2CCCC(O)C2)c(O)c(C(C)(C)C)c1 (stereo not drawn),x,-8.8,2.3,-2.9,-16.0,8.8,-10.9,10.4,4.7,-9.8
Cc1ccc(S(=O)(=O)N2CCN(C(=O)COC(=O)/C=C/c3ccccc3[N+](=O)[O-])CC2)c(C)c1,0.2,-44.3,-2.5,-5.3,-9.5,44.3,-4.9,7.6,-4.0,-3.7
CCOC(=O)CC1ON(C)C(=O)N1c1ccc([N+](=O)[O-])cc1 (stereo not drawn),-0.6,-16.4,-2.5,-0.7,-11.6,16.4,0.7,-8.0,0.9,5.2
Cn1c(N)c(C#N)c(C#N)c1-c1ccccc1,x,-16.1,-4.0,-0.1,-4.2,16.1,-1.1,4.6,-0.2,6.4
O=c1/c(=C/c2ccco2)sc2nc(-c3ccccc3Br)nn12,-1.4,-10.7,-1.4,-2.1,-4.2,10.7,-2.7,-22.9,-0.6,8.2
Cc1cc(C)n2nc(-c3ccco3)nc2n1,-0.8,18.7,-7.2,0.0,4.8,-18.7,0.9,5.4,2.1,8.4
COc1ccc(C/C(N)=N/OC(=O)c2ccc(Cl)cc2)cc1,x,17.2,2.7,0.6,-6.6,-17.2,3.3,-8.4,6.9,9.6
CCCCn1c(SCC(=O)NC(=O)Cc2ccccc2)nc2ccccc2c1=O,-0.5,18.1,9.2,-0.2,10.2,-18.1,-8.6,-3.9,-3.5,2.6
FC(F)Oc1ccc(NC(=S)Nc2ccc3cn[nH]c3c2)cc1,5.5,-11.5,1.7,2.2,0.3,11.5,-3.7,21.2,-1.3,15.1
CCN1CCN(c2nc3c(c(=O)[nH]c(=O)n3C)n2CCCc2ccccc2)CC1,-1.3,-5.5,8.9,-4.7,-5.7,5.5,-2.4,-3.4,-5.7,-8.8
O=C(N/N=C/c1cccs1)c1c[nH]c2ccccc12,30.5*,-1.5,7.0,-5.7,-0.5,1.5,-3.4,-0.4,2.0,61.8
C=CCn1c(=O)c2ccccc2n2c(SCC(=O)Nc3sc(C)c(CC)c3C(=O)OCC)nnc12,-3.7,4.3,-3.0,-6.1,-8.6,-4.3,-13.9,-6.6,-3.3,14.7
CC1CC(=O)c2ccccc2C1C (stereo not drawn),-2.7,12.3,1.8,1.5,6.1,-12.3,-4.7,3.0,1.9,-8.8
CCCC(=O)OCC(=O)Nc1cc(Cl)ccc1[N+](=O)[O-],0.3,-9.4,9.7,1.6,17.7,9.4,1.2,3.0,-1.0,-19.0
Cc1ccc(C)c(N2CCN(C(=O)C(Cc3ccccc3)n3cccc3)CC2)c1 (stereo not drawn),-5.2,-8.9,4.5,-0.3,-9.9,8.9,-11.1,3.1,-4.5,5.2
CCOC(=O)CSc1nc2sc3c(c2c(=O)n1-c1ccc(OC)cc1)CCN(C)C3,-0.5,-11.7,-3.7,-0.5,7.9,11.7,0.5,-24.8,1.5,6.8
CN(CC(=O)Nc1ccc(Cl)c(C(F)(F)F)c1)C(=O)/C=C/c1ccco1,x,23.5,7.6,-1.6,-9.4,-23.5,-13.0,-7.7,6.7,9.2
C[C@H](NC(=O)c1nc[nH]c1C(=O)NC(c1ccccc1)c1ccccc1)C(=O)OCc1ccccc1,3.3,-36.6,-1.0,0.3,-2.4,36.6,-4.0,-1.2,1.2,-3.9
CN(C)C(=O)CCSc1nnc(-c2ccco2)o1,-0.9,15.2,-0.7,-1.0,-2.3,-15.2,1.8,5.6,0.5,12.8
CCN(CC)CC(=O)c1ccc(-c2ccccc2)cc1,x,7.6,2.7,-0.3,-13.4,-7.6,-4.0,-0.3,-2.9,3.5
CC(C)NC(=O)C12CC3CC(C1)CC(n1cnc(Cl)n1)(C3)C2,11.6,16.4,-6.9,0.0,7.5,-16.4,-3.3,-4.2,0.7,5.3
Cc1ccc(O)c(CCc2ccc(O)cc2)n1,1.2,4.0,-0.1,0.6,6.5,-4.0,3.1,-1.9,8.6,-10.9
O=C(NCCN1CCNC1=O)C1CCC(=O)N(CCc2ccccc2)C1 (stereo not drawn),0.9,1.4,1.2,0.2,-16.7,-1.4,-7.0,-15.2,0.3,-4.9
CCCN(CC1CC1)C(=S)NC(=O)c1ccccc1Br,-0.5,x,0.2,-2.1,-9.4,-26.8,-6.1,-3.3,-3.6,1.9
Cc1cc(Nc2ccc(Cl)cc2)nc(NCc2ccccc2)n1,x,20.9,-2.9,1.6,3.5,-20.9,38.0*,-2.8,3.5,-15.0
O=[N+]([O-])c1ccccc1S(=O)(=O)N1CCN(Cc2ccc3c(c2)OCO3)CC1,-1.6,10.8,-0.1,-1.3,0.0,-10.8,-4.3,-0.5,-1.2,-10.1
COc1ccc2nc3n(c(=O)c2c1)-c1ccc(Cl)cc1C(=O)NC3Cc1ccc(O)cc1 (stereo not drawn),-0.2,-31.4,5.5,-2.9,-11.1,31.4,-5.6,-2.9,-0.7,-1.7
Fc1cccc(NC(=S)Nc2cccc3ccccc23)c1,4.0,-53.5,-0.3,0.0,-6.2,53.5,2.3,1.1,2.7,-14.3
COCCCNc1c2c3c(cccc3[nH]c1=O)C(=O)c1ccccc1-2,0.3,-14.1,+,2.1,4.6,14.1,-170.4,-4.3,6.9,-7.0
CCCCCc1cc(=O)oc2c(C(CCN3CCCC3)c3ccc(N(C)C)cc3)c(OC)cc(OC)c12 (stereo not drawn),-10.7,2.5,7.2,1.1,1.9,-2.5,-2.9,u,-3.2,-77.8
CCS(=O)(=O)N1CCC(C(=O)NCc2ccc(OC)cc2OC)CC1,1.8,16.8,1.1,0.4,-17.0,-16.8,-6.7,-12.3,-2.4,-6.8
